Screening results (PubChem)
POLK inh: qHTS for Inhibitors of Polymerase Kappa. DNA polymerase kappa (Homo sapiens), Q9UBT6. purified Pol kappa, fluorescent DNA synthesis assay, 10 min. Potency, µM (top dose mostly 107 µM), for the others: at the top dose activity, negative = inhibition, most hits filed as inhibitors. hit rate 0.53% among 400,000. AID 588579, 2011; also: potency is read from the fitted curve at half-maximal effect; % is scaled to controls: 0 for no effect and ±100 for the full control effect
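Kinetic fluorescence screen: compound preincubated 15 min RT with 10 nM enzyme; 50 nM substrate (final) initiates; reads at 0/10 min.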
POLB inh: qHTS Assay for Inhibitors of DNA Polymerase Beta; Pol beta primer extension/strand displacement, fluorescence kinetic; Potency, µM (series often up to 114 µM), for inactives: at the top dose activity change, negative = inhibition, most hits filed as inhibitors; hit rate 1.3% among 340,000; also: potency is read from the fitted curve at half-maximal effect; % is scaled to controls: 0 for no effect and ±100 for the full control effect
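Reaction started by 50 nM substrate onto compound-treated Pol beta (10 nM, 15 min preincubation, room temperature); plates read at 0 min and 10 min. Normalized concentration-effect data fitted by four-parameter Hill equation.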
APEX1 inh: qHTS Assay for Inhibitors of the Human Apurinic/apyrimidinic Endonuclease 1 (APE1). recombinant APE1, TAMRA/BHQ-2 abasic DNA cleavage fluorescence. DNA repair nuclease/redox regulator APEX1 (Homo sapiens), P27695. AID 2517, 2012. Potency, µM (titrated, usually from 65.8 µM), inactives show at the highest dose activity change, negative = inhibition, actives largely listed as inhibitors. hit rate 0.35% among 350,000;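 also: potency is read from the fitted curve at half-maximal effect; plate controls were vehicle for no effect and reference inhibitor for full effect; nearly all actives have a fitted effect of over 55% in size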
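Incision of a quenched TAMRA/BHQ-2 THF abasic-site duplex (50 nM) by 0.75 nM APE1, after 15 min compound preincubation, measured as fluorescence increase over three 60 s reads. Values normalized to buffer, DMSO and NSC13755 control wells.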
BLM helicase inh: qHTS Assay for Inhibitors of Bloom's syndrome helicase (BLM). RecQ-like DNA helicase BLM (Homo sapiens), P54132. recombinant BLM DNA unwinding, fluorescence dequenching. Potency, µM (doses to about 56.1 µM), for the others: at the highest dose activity change, negative = inhibition, actives largely listed as inhibitors. hit rate 0.2% among 350,000;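 also: potency is read from the fitted curve at half-maximal effect; plate controls were vehicle for no effect and no enzyme for full effect; nearly all actives have a fitted effect of over 35% in size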
Target sequence (P54132 whole entry, looked up): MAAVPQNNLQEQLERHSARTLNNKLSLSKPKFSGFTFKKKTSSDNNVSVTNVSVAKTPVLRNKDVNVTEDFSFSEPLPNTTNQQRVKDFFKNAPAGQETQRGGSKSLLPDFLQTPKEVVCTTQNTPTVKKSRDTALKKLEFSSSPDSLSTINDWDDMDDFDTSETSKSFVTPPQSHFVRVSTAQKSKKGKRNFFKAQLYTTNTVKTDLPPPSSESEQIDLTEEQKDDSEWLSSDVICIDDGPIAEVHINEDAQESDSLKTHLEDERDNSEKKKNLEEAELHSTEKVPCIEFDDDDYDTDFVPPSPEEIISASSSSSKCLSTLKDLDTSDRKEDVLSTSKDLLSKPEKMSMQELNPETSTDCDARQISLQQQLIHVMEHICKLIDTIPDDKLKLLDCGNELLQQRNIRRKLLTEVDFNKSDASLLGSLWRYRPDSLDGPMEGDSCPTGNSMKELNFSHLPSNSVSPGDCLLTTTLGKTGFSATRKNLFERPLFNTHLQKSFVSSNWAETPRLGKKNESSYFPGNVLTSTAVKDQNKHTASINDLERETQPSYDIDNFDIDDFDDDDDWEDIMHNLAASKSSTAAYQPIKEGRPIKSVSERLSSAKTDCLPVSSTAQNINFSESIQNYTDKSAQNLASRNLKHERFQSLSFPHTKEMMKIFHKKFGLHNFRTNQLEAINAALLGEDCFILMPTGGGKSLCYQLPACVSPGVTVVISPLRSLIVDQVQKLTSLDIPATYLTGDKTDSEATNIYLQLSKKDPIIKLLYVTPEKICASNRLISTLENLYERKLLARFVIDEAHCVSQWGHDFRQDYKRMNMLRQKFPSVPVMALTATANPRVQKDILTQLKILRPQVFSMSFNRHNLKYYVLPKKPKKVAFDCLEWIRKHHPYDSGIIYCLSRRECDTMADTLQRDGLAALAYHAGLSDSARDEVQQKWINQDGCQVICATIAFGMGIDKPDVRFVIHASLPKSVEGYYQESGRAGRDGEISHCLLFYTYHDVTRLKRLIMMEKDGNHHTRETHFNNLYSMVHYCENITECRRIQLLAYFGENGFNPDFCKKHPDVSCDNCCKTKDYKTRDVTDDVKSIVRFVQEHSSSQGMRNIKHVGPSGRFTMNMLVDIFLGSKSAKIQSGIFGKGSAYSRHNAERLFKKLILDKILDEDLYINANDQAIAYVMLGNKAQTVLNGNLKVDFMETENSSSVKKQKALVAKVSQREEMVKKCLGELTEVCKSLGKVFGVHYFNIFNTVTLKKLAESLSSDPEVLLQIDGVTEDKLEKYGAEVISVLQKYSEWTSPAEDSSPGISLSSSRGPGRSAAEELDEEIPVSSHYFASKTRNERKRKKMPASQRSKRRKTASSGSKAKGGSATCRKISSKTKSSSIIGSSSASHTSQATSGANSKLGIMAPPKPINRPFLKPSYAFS
TRHR ag: qHTS for Small Molecule Agonists and Allosteric Enhancers of Human TRH Receptor: Primary Screen for Agonists; Thyrotropin-releasing hormone receptor (Homo sapiens), P34981; TRHR cells, calcium flux fluo-8, FDSS agonist mode; activation, % at 2 µM; hit rate 0.18% among 360,000; AID 493084, 2011; in the data active = activation above about 30%; also: 0% is about no effect
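TRHR-expressing cells loaded with fluo-8 calcium dye; 23 nL library compound pin-transferred, kinetic FDSS fluorescence (Ex 480/Em 530) recorded about 180 s for agonist-induced calcium release, before a 10 nM TRH EC20 addition for potentiator mode.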
ERG-DNA inh: qHTS for Small Molecule Inhibitors of the ERG Ets/DNA interaction; fluorescence polarization, His-ERG Ets domain / labelled DNA; Potency, µM (highest dose often 76.9 µM), for the others: at the highest dose FP activity, negative = inhibition, hits mostly inhibitors; hit rate 0.028% among 370,000; active = well fitted inhibition curve with a large enough effect in the polarisation, with a control signal flat; inconclusive = small, poorly fitted or top-dose-only effect, or effect the other way, or a change in a side signal; inactive = no such curve, though single readings can be large or run the other way; the % refers to the polarisation;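 also: polarization taken with two DNA probes labelled with fluorescein and Texas red; potency is read from the fitted curve at half-maximal effect; % of control where 0% means no effect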
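His-tagged ERG Ets domain (1 uM in the protein solution; 300mM KCl, 50mM Tris-HCl, 1mM EDTA, 1mM DTT, pH 7.5) received compound, then a probe mix of 5 nM fluorescein-DNA and 100nM Texas-615-DNA. Fluorescence polarization was read for both dyes.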
ALOX12 inh: Primary qHTS assay for inhibitors of human arachidonate 12S-lipoxygenase (ALOX12): Round 2; purified 12hLO, xylenol orange hydroperoxide absorbance; Potency, µM (doses to about 108 µM), for the others: top-dose activity change, negative = inhibition, hits mostly inhibitors; hit rate 1.1% among 580,000; also: potency is read from the fitted curve at half-maximal effect; % is scaled to controls: 0 for no effect and ±100 for the full control effect
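Hydroperoxide product was detected by ferrous iron/xylenol orange as the 573 to 405 nm absorbance ratio. Arachidonic acid at 40 uM (final) was turned over for 30 min at room temperature by 150 nM human 12hLO, pH 7.0 Hepes buffer, after 15 min compound preincubation.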
Pol iota inh: qHTS for Inhibitors of Polymerase Iota; hit rate 1% among 390,000; Pol iota fluorescent replication assay, 10 min; Potency, µM (doses to about 115 µM), inactives show at the highest dose activity, negative = inhibition, hits mostly inhibitors; also: potency is read from the fitted curve at half-maximal effect
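Pol iota at 10 nM preincubated 15 min with compounds at room temperature; reaction started with fluorescent substrate, 50 nM final. Fluorescence read kinetically at 0 and 10 min; buffer-only wells as negative control.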
Anesthetic bind: qHTS Assay for Identification of Novel General Anesthetics. apoferritin/1-aminoanthracene competitive binding, fluorescence. Potency, µM (series often up to 77.5 µM), for the others: at the top dose activity change, negative = displacement, most hits filed as inhibitors. hit rate 0.074% among 350,000. AID 485281, 2010. Ferritin light chain (Equus caballus), P02791; also: potency is read from the fitted curve at half-maximal effect; % is scaled to controls: 0 for no effect and ±100 for the full control effect; nearly all actives have a fitted effect of over 20% in size
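Steps: apoferritin (10 uM) was premixed with half-saturated 1-AMA in PBS, compounds were pin-transferred, plates stood 10 min at room temperature, fluorescence was read at 380/535 nm, and curves were fitted with a Hill equation.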
* hit, by the source's call; ? = inconclusive; · = not tested or not shown; & = joins results of further samples; [ ] = remark or other dose. Unless noted, calls follow the shape of the dose curve; as a rule, active = well fitted curve in the direction sought with a large enough effect; inconclusive = small, poorly fitted or top-dose-only effect, or another doubt; inactive = no such curve, though single readings can be large; an effect the other way counts as inactive or inconclusive.

canonical_smiles	ALOX12 inh	POLB inh	BLM helicase inh	POLK inh	Pol iota inh	APEX1 inh	Anesthetic bind	ERG-DNA inh	TRHR ag
C[C@]12CC[C@@H]3c4ccc(O)cc4CC[C@H]3[C@@H]1CCC2=O	2%	11%	-3%	0%[60.1 µM]	?	-3%&-2%&0%	2%&-11%	7%	-1.9
CCOc1ccccc1N=Cc1c(O)c2ccccc2oc1=O	?	7%	-8%	-11%	?	15%	-1%	7%	-0.5
CCOC(=O)Cn1ncc(-c2ccccc2)c1N	18%	-10%	4%	-6%	-1%	-1%	-2%	-3%	0.2
Cc1ccc(C)c(Cn2c(=O)n(Cc3ccco3)c(=O)c3oc4ccccc4c32)c1	-21%	-8%	4%	-15%	15%	·	40%[activator]	-1%	-0.2
CCOc1cc(N2CCOCC2)c(OCC)cc1NC(=O)COC(=O)/C=C/c1ccc(OC(F)F)cc1	-19%	·	·	-10%	14%	5%	·	2%	0.0
CCCCn1c(N)c(N(CCOC)C(=O)c2cc(S(=O)(=O)N3CCOCC3)ccc2F)c(=O)[nH]c1=O	-7%	·	·	-3%	3%	22%	·	-6%	0.2
S=C(NCC1CCCO1)NC1CCCC1 (stereo not drawn)	-17%	1%	-1%	-10%	25%	1%	-2%	-5%	-1.3
Cc1nc(C)c(-c2ccc(SCC(=O)Nc3cccc(Cl)c3C)nn2)s1	0%	-23%	-5%	-2%	28%	48%	?	2%	-0.3
COc1ccc(CCCC(=O)NC(C)c2ccccc2)cc1 (stereo not drawn)	7%	30%	-1%	-11%	11%	-3%	-1%	-1%	-0.5
CCN(CC)CCCCOc1ccccc1OC	4%	20%	-1%	1%	2%[58.9 µM]	-6%	-1%	3%	0.2
CC(=O)Nc1ccc(NC(=O)COC(=O)Cn2cnc3ccccc32)cc1	-26%	·	·	-26%	88%[activator]	29%	·	-3%	·
COc1ccc(-c2noc(COC(=O)c3ccco3)n2)cc1OC	149%[activator]	·	·	4%	13%	31%	·	6%	-0.1
COc1ccc(C(=O)N2CCN(C(=O)Cc3ccccc3)CC2)cc1OC	6%&18%	31%	-1%	-4%	10%	-3%	-7%	·	0.5
O=C(Nc1ccccc1)C1=C[C@H](c2ccccc2)C[C@H](OCCCCO)O1	-13%	·	·	0%	-16%	·	·	14%	·
[O-][n+]1cccc2ncc3cscc3c21	-8%	68%	0%	4%	47%[activator]	15%	-2%	-4%	0.8
COC(=O)C1=C(O)/C(=C\c2cc(C)n(-c3ccccc3C)c2C)N=C1C	?	0%	-5%	-12%	8%	-1%	-14%	·	0.0
Cc1cc(Br)ccc1NC(=O)C1CCN(S(=O)(=O)c2cccc3nsnc23)CC1	-29%	0%	-1%	?	?	·	52%[activator]	2%	-1.0
COc1cc(Nc2nc(SCc3ccccc3Cl)nc3ccccc23)cc(OC)c1	-28%	-1%	-12%	-6%[60.1 µM]	-3%	·	348%[activator]	2%	0.4
CCCCOc1ccc(C(=O)Nc2ccc(S(=O)(=O)Nc3cc(C)on3)cc2)cc1OC	421%[activator]	24%	-4%	-16%	-7%	18%	-17%	-2%	0.0
CC(OC(=O)/C=C/c1cccs1)C(=O)NC1CCCCC1C (stereo not drawn)	7%	-3%	-2%	-9%	51%[activator]	31%	-9%	3%	1.0
O=C(CCS(=O)(=O)c1ccc(Br)cc1)NCc1ccc(F)cc1	35%[activator]	?	0%	?	-83%	6%	1%	1%	-2.3
CCOc1ccc(CCNC(=O)CCCn2nc(C)c3sc4ccccc4c3c2=O)cc1	-22%	-26%	0%	-17%	17%	·	46%[activator]	2%	-0.1
COCC(=O)Nc1nc2ccc(C)cc2s1	-10%	-4%	0%	3%	-6%	-6%	6%	-13%	-0.2
CCOC(=O)c1ccc(NC(=O)NC2CC3CCC(C2)N3Cc2nnnn2C(C)(C)C)cc1 (stereo not drawn)	7%	2%	-4%	5%	-8%	-4%	-10%	1%	-2.2
Cc1cccc(CNC(=O)C2CCN(c3nc4ccc(Cl)cc4[nH]3)CC2)c1	?	-13%	-2%	-9%[60.1 µM]	26%	·	-6%	3%	-0.8
Cn1c(=O)c([N+](=O)[O-])c(NCC2CCCO2)c2ccccc21 (stereo not drawn)	0%	15%	-6%	0%	7%	0%	-13%	-2%	-1.1
NNC(=O)c1csc(-c2ccccc2)n1	240%[activator]	3%	-2%	-3%	-2%[58.9 µM]	-5%	-4%	3%	-1.0
O=C(CNC(=O)c1cccnc1)N/N=C/c1cccnc1	0%	93%	-2%	3%	54%[activator]	1%	-11%	-19%	0.3
CS(=O)(=O)c1ccccc1C(=O)Nc1ccc(S(=O)(=O)N2CCCC2)cc1	0%	·	·	-15%	-22%	13%	·	10%	·
Cc1ccc(C)c(N2CCN(CC3CC=CCC3)CC2)c1 (stereo not drawn)	?	14%	-2%	-6%	-17%	1%	-5%	·	-0.7

(list continues)
canonical_smiles	ALOX12 inh	POLB inh	BLM helicase inh	POLK inh	Pol iota inh	APEX1 inh	Anesthetic bind	ERG-DNA inh	TRHR ag
CCCCCCCNC(=O)c1cc(-c2ccncc2)nc2ccccc12	0%	7%	-8%	-11%	40%[activator]	4%	-13%	5%	0.6
O=C(Nc1ccccc1Cl)N1CCN(c2ncccn2)CC1	459%[activator]	-29%	2%	0%	18%	3%	3%	5%	1.5
COc1ccccc1NC(=O)c1cccc(S(=O)(=O)N2CCN(Cc3ccccc3)CC2)c1	-9%	·	·	-2%	-14%	-4%	·	2%	0.2
CNC(CC(=O)c1ccc([N+](=O)[O-])cc1)C(Cl)(Cl)Cl (stereo not drawn)	·	30%	4%	-5%	11%	4%	-12%	-12%	0.6
Cc1ccc(/C([O-])=C(/C(=S)NCc2ccc3c(c2)OCO3)[n+]2ccc(N(C)C)cc2)c(C)c1	-17%	-3%	-9%	-15%	16%	-4%	-1%	14%	0.4
COc1ccc2c(c1)C(c1ccc(N3CCOCC3)cc1)=NNC(c1cccnc1)=N2	25%	6%	-2%	-2%	7%	-2%	0%	-13%	-0.7
O=C(Nc1cn(-c2ccccc2)nc1-c1ccc(Cl)cc1)c1ccccc1	-1%	-1%	-14%	-4%	?	5%	-10%	5%	0.2
C=C(C)c1cccc(C(C)(C)NC(=O)NC2CCCC2)c1	-1%	43%	4%	9%	35%[activator]	1%	-8%	1%	-0.7
CCN(CC)CCCNC(=O)C1c2ccccc2C(=O)N(CCOC)C1c1ccc(F)cc1 (stereo not drawn)	1%	14%	-7%	2%	167%[activator]	-1%	-3%	-3%	-0.3
CCCCNC(=O)COC(=O)CCC(=O)c1ccc(Cl)cc1	-5%	3%	0%	-10%	25%	2%	-7%	10%	-2.0
CC(Oc1ccc(Cl)cc1Cl)c1ccn[nH]1 (stereo not drawn)	6%	13%	-8%	5%	23%	17%	?	13%	0.2
C[n+]1ccc(C(=O)NCCC[N+](C)(C)C)cc1/C=N/O	-2%	1%	1%	-15%	95%[activator]	1%	-11%	-6%	0.4
COc1ccccc1N=Nc1ccc(O)c2ncccc12	?	27%	-15%	-15%	?	-16%	-4%	-13%	-0.7
Cc1ccc2c(c1)N(CCCC(=O)NCc1ccc3c(c1)OCO3)C(=O)CO2	?	5%	1%	0%	-5%	2%	-7%	-2%	-0.1
O=C(NCC(c1cccnc1)N1CCN(c2ccccc2F)CC1)C(=O)Nc1ccc(F)cc1F (stereo not drawn)	5%	1%	3%	0%	12%	·	-4%	-4%	0.2
COc1ccc(C)cc1NC(=O)Cn1c(=O)oc2ccccc21	322%[activator]	17%	-5%	3%	-15%	6%	-14%	-6%	-1.2
CCCCN(C(=O)CNC(=O)c1cccs1)C(C(=O)NC1CCCC1)c1ccncc1 (stereo not drawn)	-1%	-26%	-16%	10%	10%	-1%	-4%	-4%	-0.1
Cc1cc(C)n(S(=O)(=O)c2ccccc2[N+](=O)[O-])n1	27%	?	1%	1%	6%	-10%	-10%	-2%	-0.4
C=CCOc1cccc(C2C(C(=O)c3ccco3)=C(O)C(=O)N2Cc2ccco2)c1 (stereo not drawn)	45µM*	3%	-4%	-13%	?	1%	5%	10%	0.2
CNC(=O)C(C#N)(Cc1cc(C(C)=O)ccc1OC)Cc1cc(C(C)=O)ccc1OC	-1%	-17%	-1%	-1%	63%[activator]	8%	?	-6%	2.0
CC(=O)N=c1sccn1CC(O)c1ccc(Br)cc1 (stereo not drawn)	-17%	34%	-1%	-2%	128%[activator]	36%	-1%	3%	0.1

Random excerpt: 3 records from the list
canonical_smiles	ALOX12 inh	POLB inh	BLM helicase inh	POLK inh	Pol iota inh	APEX1 inh	Anesthetic bind	ERG-DNA inh	TRHR ag
COc1ccccc1N=Nc1ccc(O)c2ncccc12	?	27%	-15%	-15%	?	-16%	-4%	-13%	-0.7
COc1ccc(C)cc1NC(=O)Cn1c(=O)oc2ccccc21	322%[activator]	17%	-5%	3%	-15%	6%	-14%	-6%	-1.2
COc1ccccc1NC(=O)c1cccc(S(=O)(=O)N2CCN(Cc3ccccc3)CC2)c1	-9%	·	·	-2%	-14%	-4%	·	2%	0.2

The list is partial; count on the stated rates, not on these rows.
